# ABHD5-PLIN5 inh: ABHD5-PLIN5 protein interaction inhibition; actives 0.78% (n = 360,000); inhibition, % at 4 µM; Q00G26+Q8WTS1; AID 602281; Split G. princeps luciferase complementation, luminescence, 4 h;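 active = inhibition above the mean inhibition across every tested compound plus 3 SD, cut at about 22% in these data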;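 also: 0% = DMSO only wells and the 100% control is not disclosed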
# Target sequence (Q00G26 whole entry, looked up): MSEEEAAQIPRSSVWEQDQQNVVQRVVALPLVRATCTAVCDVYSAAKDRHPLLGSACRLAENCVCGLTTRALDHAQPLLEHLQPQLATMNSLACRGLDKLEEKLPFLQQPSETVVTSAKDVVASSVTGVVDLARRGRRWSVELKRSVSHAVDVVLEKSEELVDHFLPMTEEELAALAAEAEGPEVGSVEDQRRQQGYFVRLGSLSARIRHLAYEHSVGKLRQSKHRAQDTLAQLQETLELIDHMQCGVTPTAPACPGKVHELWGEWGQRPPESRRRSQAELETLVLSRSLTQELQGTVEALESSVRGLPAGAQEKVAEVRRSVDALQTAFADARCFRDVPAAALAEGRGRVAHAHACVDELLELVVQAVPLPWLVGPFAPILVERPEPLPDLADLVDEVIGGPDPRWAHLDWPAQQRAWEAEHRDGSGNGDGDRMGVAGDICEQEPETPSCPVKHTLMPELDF
# Target sequence (Q8WTS1 whole entry, looked up): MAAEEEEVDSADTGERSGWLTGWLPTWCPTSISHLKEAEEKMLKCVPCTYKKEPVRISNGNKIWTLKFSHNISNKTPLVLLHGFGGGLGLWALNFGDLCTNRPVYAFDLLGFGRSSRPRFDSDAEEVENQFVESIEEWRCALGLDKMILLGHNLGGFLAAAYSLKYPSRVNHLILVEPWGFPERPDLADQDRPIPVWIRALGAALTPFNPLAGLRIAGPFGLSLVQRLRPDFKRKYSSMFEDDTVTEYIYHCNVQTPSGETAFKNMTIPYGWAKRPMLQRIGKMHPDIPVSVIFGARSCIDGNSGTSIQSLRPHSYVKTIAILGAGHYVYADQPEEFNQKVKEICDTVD
# NR2F2 inh: inhibitors of human COUP-TFII (NR2F2). actives 0.7% (n = 370,000). P24468. AID 686940. HEK293T NGFI-A luciferase reporter, luminescence. inhibition, % at 8.6 µM;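 active = inhibition above a per-plate cutoff, mean inhibition of test wells between control levels plus 3 SD, cut at about 38% in these data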;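 also: cells cotransfected with COUP-TFII expression vector driving the NGFI-A reporter; 0% = median of COUP-TF2 test wells and 100% = reporter-only cells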
# TWEAK-Fn14 inh: blocks TWEAK-Fn14 interaction in a reporter cell assay; TWEAK-stimulated Fn14 reporter cells, luciferase luminescence, 8 h; AID 1159606; actives 2% (n = 360,000); inhibition, % at 10 µM; in the data active = inhibition above about 50%
# Granule exo inh: blocks lytic granule exocytosis | AID 651702 | TALL-104 LAMP-1 surface exposure, flow cytometry; cells stimulated with thapsigargin and PMA | actives 0.66% (n = 360,000) | inhibition, % at 10 µM;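 active = inhibition above about 55%, limit read from the data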
# NCOA1 inh: inhibits human SRC1 coactivator; Q15788; HEK293 GAL4-SRC1 luciferase reporter, luminescence; inhibition, % at 3.6 µM; actives 0.12% (n = 360,000);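 active = inhibition above the campaign mean plus 3 SD, with each screening campaign given its own cutoff, cut at about 60% in these data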;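 also: 0% = DMSO treated cells and 100% = gossypol at 36 µM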
# TLR9-MyD88 block: TLR9-MyD88 interaction inhibition; actives 0.21% (n = 340,000); inhibition, % at 4.98 µM; AID 504734; CHO BLA complementation TLR9-MyD88, CCF4 FRET ratio; Q9NR96+Q99836;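 active = inhibition above the mean over all tested compounds plus 3 SD, cut at about 21% in these data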;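 also: 0% = DMSO only wells and 100% = clavulanate BLA inhibitor control wells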
# SRC3 inh: inhibits human SRC3 coactivator. Q9Y6Q9. HEK293 GAL4-SRC3 luciferase reporter, luminescence. inhibition, % at 3.6 µM. actives 0.17% (n = 360,000). AID 588352;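 active = inhibition above a per-campaign cutoff, the mean of all compounds plus 3 SD, cut at about 60% in these data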;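 also: 0% = DMSO-treated cells and 100% = gossypol-treated cells at 36 µM; higher means less SRC3-driven luciferase light from the GAL4 reporter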
# SRC2 inh: inhibits human steroid receptor coactivator 2. Q15596. HEK293 GAL4-SRC2 luciferase reporter, luminescence. inhibition, % at 9 µM. actives 0.17% (n = 370,000);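 active = inhibition above the mean inhibition of all tested compounds plus 3 SD, set per campaign, cut at about 52% in these data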;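 also: 0% = DMSO treated cells and 100% = cells given Gossypol at 36 µM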
# TROY signal inh: inhibitors of TROY-dependent NF-kB signaling. Q293 LMP1-TROYcd NF-kB luciferase reporter, 4 h. inhibition, % at 10 µM. actives 0.98% (n = 360,000);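 active = compounds whose plate-normalised and pattern-corrected inhibition of the luciferase reporter signal at the single screening dose is 50% or more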
# NOD2 RIPK2 PPI: blocks binding of human NOD2 to RIPK2; O43353; CHO BLA complementation NOD2-RIPK2, CCF4 ratio; inhibition, % at 4.98 µM; actives 0.38% (n = 360,000); in the data active = inhibition above about 21%;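 also: 0% = vehicle only and 100% = reference blocker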
# NR5A2 inv ag: inverse agonists of human LRH-1 (NR5A2); O00482; HEK293T StAR-luciferase reporter, LRH-1 transfected, 24 h; inhibition, % at 3.6 µM; actives 0.13% (n = 360,000);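 active = inhibition above the mean inhibition of all tested compounds plus 3 SD, cut at about 73% in these data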;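 also: 0% = DMSO wells and 100% = reporter-only cells lacking LRH-1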
# * marks the source's active call; other numbers are inactive results; nt = not tested or not shown.
# Each structure is followed by: ABHD5-PLIN5 inh	NR2F2 inh	TWEAK-Fn14 inh	Granule exo inh	NCOA1 inh	TLR9-MyD88 block	SRC3 inh	SRC2 inh	TROY signal inh	NOD2 RIPK2 PPI	NR5A2 inv ag
COc1cccc(N2CCN(C(=O)c3nc4nc(C)cc(C)n4n3)CC2)c1
→ -1	7	0	2	1	4	10	5	-10	-4	3
C=CCN1C(=O)C2C(C(=O)NC)C3C=CC2(O3)C1C(=O)NCc1ccc(OC)cc1 (stereo unspecified)
→ 2	11	-11	0	-6	-5	-13	-1	3	-4	14
Cc1ccc(NC(=O)CCNC(=O)c2ccccc2Cl)cc1S(=O)(=O)N1CCOCC1
→ -8	0	0	-4	-2	1	0	-28	-1	-11	-1
CN1C(=O)c2ccc(N3CCCC3)cc2C1=O
→ -2	-11	-28	-1	-2	-1	-15	-4	-6	6	-46
COc1ccc(CN2CCN(C(=O)CCC(=O)Nc3nnc(C(F)(F)F)s3)CC2)cc1F
→ 9	0	3	-10	27	-8	14	18	13	-10	8
CN(C)S(=O)(=O)c1cccc(NC(=O)COC(=O)[C@H](Cc2ccccc2)NC(=O)c2ccco2)c1
→ 0	9	27	8	-10	1	-2	-8	12	-1	-26
CCN(CC)c1c(-c2ccccc2)c2cc(C)ccc2[nH]c1=O
→ -12	18	-6	-4	5	-19	13	10	8	-7	11
CC(C)(C)NS(=O)(=O)c1ccc(NS(=O)(=O)Cc2ccccc2)cc1
→ -7	12	-3	7	6	-6	-12	-11	-4	-7	-1
CC(=O)N1CC2(C)CN(C(C)=O)CC(C)(C1)C2O (stereo unspecified)
→ -1	9	-4	-4	2	9	20	-5	-13	-2	13
CC(Oc1ccccc1)C(=O)N1CCC2(CC1)Oc1ccc(F)cc1C(=O)C21CC(c2ccc(Cl)cc2)=NO1 (stereo unspecified)
→ -11	0	-9	55	5	-9	-8	19	-4	-1	0
CCOc1cc(/C=C(\CC(=O)O)c2nc3ccccc3s2)ccc1OC
→ 0	-6	62*	3	-19	0	4	-3	37	-12	8
COCCN(C(=O)CCc1nnc(CCc2c[nH]c3ccccc23)o1)C(C)C
→ -3	-12	11	5	-22	-1	14	-10	13	0	11
Cc1cccc(OCC(=O)NCC(=O)N/N=C/c2cccs2)c1
→ -3	-11	-7	2	-8	-8	17	-21	2	-5	-4
CCOc1ccc(NC(=O)CN(C)C(=O)CN2C(=O)C3CCCCC3C2=O)cc1OCC (stereo unspecified)
→ -4	8	8	-2	-16	6	-20	-2	13	-5	-7
O=C(NC1CCCCC1)c1ccc(CS(=O)Cc2ccccc2Cl)o1 (stereo unspecified)
→ 3	4	-19	2	6	-13	-16	24	12	-14	-3
CC(C)n1c(/C=C/c2ccccc2)nc2ccccc21
→ 0	-15	-18	-2	-49	2	-36	-37	-82	-2	-74
COC(=O)[C@H](Cc1ccccc1)NC(=O)[C@@H](N)CC(=O)OCc1ccccc1
→ 2	-4	-9	-4	3	-8	4	0	2	0	2
COC(=O)C1=CN(c2ccc(C(C)(C)C)cc2)C(N)=C(C#N)C1c1ccc(OC)cc1 (stereo unspecified)
→ 0	5	nt	-6	nt	nt	nt	-14	nt	5	3
C=CCNC(=O)/C=C/c1ccc(C(C)C)cc1
→ -2	-20	-22	0	-57	-4	-85	-17	-73	-8	-114
Oc1ccc(C2=CSC3=NCCN23)cc1O
→ -3	-6	-3	7	4	7	0	-7	18	0	-6
CCN(CC)S(=O)(=O)c1ccc(Cl)c(C(=O)Nc2nnc(C)s2)c1
→ 2	-5	-2	-1	4	-5	4	0	3	9	-13
CCN(CC)S(=O)(=O)c1ccc(N2CCCCC2)c(NC(=O)C2CCN(C(=O)c3ccc(F)cc3)CC2)c1
→ 9	17	-18	-5	2	5	24	-14	10	-2	-6
O=C1c2ccccc2C(=O)c2c(NCCCN(CCO)CCO)cccc21
→ 12	-30	-80	4	11	nt	17	-82	-28	1	-18
CCOC(=O)N1CCC(N2C(=O)c3ccc(C(=O)NCCC(C)C)cc3C2=O)CC1
→ -3	1	12	6	-5	-8	0	-4	18	-1	-11
CC1(C)Cc2c(sc3nc(NCCN4CCOCC4)n4ncnc4c23)CO1
→ 6	0	-47	-2	-12	-6	-3	-27	3	0	19
Nc1nc(C23CC4CCC(CC(C4)C2)C3)cs1
→ -5	13	16	3	12	-9	9	18	-10	0	-4
O=C(Nc1ccc(Cc2ccncc2)cc1)c1ccc(N2CCOCC2)c([N+](=O)[O-])c1
→ -6	-3	-4	-5	-10	0	6	2	29	-7	9
CC(Sc1nccn1C)C(=O)Nc1ccc(Cl)cn1 (stereo unspecified)
→ 10	-8	1	-6	-19	-6	6	3	-3	3	3
CC(Sc1nnc2ccccn12)C(=O)Nc1ncc(Cl)cc1Cl (stereo unspecified)
→ -4	-22	-5	0	-14	1	-12	-28	-3	6	-35
Cc1ccc(NC(=O)Cc2sc(C)nc2-c2ccc(C)cc2)cc1
→ 0	-11	-4	-2	-30	-3	20	20	-5	-2	-23
CCC(C)(C)NC(=O)CN(Cc1ccco1)C(=O)CCC(=O)Nc1nccs1
→ -1	21	2	0	2	0	-4	-8	-20	0	13
CC(=O)c1c(N2CCOCC2)nc(=S)n(-c2ccccc2)c1C
→ -14	3	-8	-2	-3	3	4	5	6	-2	-4
CCCNC(=O)C1(C)CCCN(C(=O)c2c(C)noc2C)C1 (stereo unspecified)
→ 0	-13	1	5	-31	nt	4	0	-15	7	11
CCCn1c(SCC(=O)Nc2ccc(C)c(S(=O)(=O)N3CCOCC3)c2)n[nH]c1=O
→ 11	-5	-1	-1	5	3	25	6	-13	-7	-6
NC(=O)Cn1nc(-c2ccccc2)nc1-c1ccccc1
→ -2	10	4	-4	-4	-5	22	5	23	-2	-8
CCOC(=O)c1nn(-c2ccc(Cl)cc2)c2nc(-c3ccc(C)cc3)c(C#N)c(=O)n12
→ -1	-8	-22	-8	-9	-7	12	-11	5	1	17
COc1ccc(C(=O)N/N=C/c2ccc(OC)c(CN3CCN(c4ccc(F)cc4)CC3)c2)cc1
→ -8	6	-4	-1	2	1	7	16	17	-10	-10
FC(F)(F)c1cnc(COc2cc(Cl)cc(Cl)c2)c(Cl)c1
→ 2	-1	2	2	10	1	15	-5	9	-14	4
C[C@@H]1CN([C@@H](C)CO)C(=O)CCCn2nncc2CO[C@H]1CN(C)Cc1ccc(C(F)(F)F)cc1
→ -12	-1	1	-2	8	-8	-1	-6	8	1	-7
NC(=O)C1c2ccccc2Oc2ccccc21
→ 1	9	14	1	3	4	15	10	16	-1	20
Cc1ccc(C)c2c1cc(C)c1nnc(SCC(=O)N3CCCc4ccccc43)n12
→ 2	5	-12	3	5	-6	20	-2	6	9	9
O=C1C=C(NCc2ccco2)CCC1
→ 5	-15	-4	0	-1	-8	9	9	-18	0	-7
CC=C1OC(n2cnc3c(N)ncnc32)C(O)C1O (stereo unspecified)
→ -1	-7	-12	13	-1	nt	8	14	5	-14	-11
Cc1cc(C(=O)N2CCN(C(c3ccccc3)c3ccccc3)CC2)on1
→ -1	-5	4	4	17	-2	0	14	-12	-2	8
CCc1ccccc1N=Cc1c(C)c(C#N)c2[nH]c3ccccc3n2c1=O
→ 0	-5	11	-2	7	-7	13	19	7	-10	2
COc1ccc(N2CCN(C3CCCN(S(=O)(=O)c4ccccc4)C3)CC2)cc1 (stereo unspecified)
→ 2	21	15	-1	-30	-1	1	-31	5	-13	17
CC(C)Oc1ccc(CN2CCCC(CO)(Cc3ccccc3)C2)cc1CO (stereo unspecified)
→ 9	0	5	53	-11	5	3	11	25	4	-15
O=c1c2ccccc2nc(SCc2cn3ccsc3n2)n1-c1ccccc1
→ 4	6	6	1	-17	-6	11	-12	1	3	1
C=CCCc1ccc(C#N)c(SCc2c(C(=O)OCC)c3cc(OC(C)=O)c(Br)cc3n2C)n1
→ 1	nt	47	10	10	0	-12	nt	10	-11	-4
O=C(NCC(c1cccs1)N1CCOCC1)C1CCN(S(=O)(=O)c2ccccc2C(F)(F)F)CC1 (stereo unspecified)
→ 0	-3	6	4	-2	-5	7	-17	-2	-3	25
COc1ccc(C)cc1S(=O)(=O)N(CC(=O)O)c1ccccc1
→ 7	0	10	-4	-6	-7	-9	-3	-13	-8	0
Cc1ccc2nc(NC(=O)CN(C)S(=O)(=O)c3cccc4nsnc34)sc2c1
→ 2	-12	4	1	-4	0	5	-11	0	0	5
O=[N+]([O-])c1ccc(CSc2ncnc3ccccc23)cc1
→ -5	-6	-5	1	-15	12	18	7	12	4	41
Cc1ccc(-c2[nH]ncc2C(=O)c2ccccc2C)c(O)c1
→ 0	9	-6	-8	-21	-1	-3	-31	-9	-3	-10
OCCN(Cc1ccccc1)Cc1ccccc1F
→ -6	-11	-19	0	17	3	14	-2	2	10	8
COc1cccc(NS(=O)(=O)Cc2ccccc2)c1
→ 1	-13	-5	-1	-12	0	6	-41	-12	5	-7
CC(C)(CO)Nc1nc(Nc2ccccc2)nc(Nc2ccccc2)n1
→ -1	4	0	0	-9	-6	9	2	-5	-5	18
Cc1ccc(OCC(=O)N2CCN(S(=O)(=O)c3ccc4c(c3)OCCO4)CC2)c(C)c1
→ -11	4	-8	0	1	8	3	25	-14	-5	-3
NNC(=O)c1ccc(O)cc1O
→ 4	8	13	-8	-65	-5	-23	-61	-15	6	-65
Cn1nc(-c2ccc(Cl)cc2)cc1NC(=O)CSCC(=O)O
→ 2	-14	8	-3	9	nt	10	8	-3	2	2

# Further results:
# Each structure is followed by: ABHD5-PLIN5 inh	NR2F2 inh	TWEAK-Fn14 inh	Granule exo inh	NCOA1 inh	TLR9-MyD88 block	SRC3 inh	SRC2 inh	TROY signal inh	NOD2 RIPK2 PPI	NR5A2 inv ag
CCOC(=O)c1cc(-c2ccccc2C)nn1Cc1cc(CC)no1
→ -9	-16	-35	-2	-29	-16	-39	-30	-73	-1	-50
CC(C)(C)c1ccc(OCC(O)CN2CCOCC2)cc1 (stereo unspecified)
→ 3	0	-6	0	-4	-2	9	7	-20	0	-19
CCC(OC(=O)CN1C(=O)C(=O)c2ccccc21)C(=O)Nc1ccccc1OC (stereo unspecified)
→ -5	-28	14	-3	-17	-4	6	-13	2	4	13
CN(C)c1ccc(C(c2ccc(N(C)C)cc2)c2ccc([N+](=O)[O-])cc2)cc1
→ -1	6	10	14	-14	-9	-5	5	2	4	13
CN(CC(=O)Nc1cccc(F)c1)C(=O)CN1c2cccc3cccc(c23)S1(=O)=O
→ -1	5	5	-4	-18	4	0	-9	-2	-4	2
O=C(CC1(O)C(=O)N(Cc2ccccc2Cl)c2ccccc21)c1ccco1 (stereo unspecified)
→ -1	-4	8	5	-17	8	-9	2	-7	4	-13
CCCCSCCCNC(=O)C1CCC(CNS(=O)(=O)c2ccccc2)CC1 (stereo unspecified)
→ 3	-16	7	-3	6	-5	-12	3	-2	3	7
C=CCN1C(=O)/C(=C/c2cccs2)S/C1=N\S(=O)(=O)c1ccc(F)cc1
→ 1	-11	6	-2	-22	-3	6	-38	-32	11	-6
CCN(CC)CC(=O)N1c2ccccc2Sc2ccccc21
→ 3	-11	1	5	-44	2	1	-51	9	-3	8
CCCNC(=O)c1ccc2nc(-c3ccccc3)c(-c3ccccc3)nc2c1
→ 0	1	39	0	-10	2	18	0	-9	9	9

# From PubChem BioAssay

# These rows are one share of the data (hit frequency here may not be typical).
